# MITF inh = MITF inhibitors, primary screen, biochemical, AlphaScreen, human; inhibition, % at 2.6 µM; hit rate 0.91% among 650,000; Microphthalmia-associated transcription factor (Homo sapiens), O75030; AlphaScreen MITF homodimerization, bead proximity signal; in the data active = inhibition above about 50%;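 also: 0% = vehicle wells with protein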
# Target sequence (O75030 whole entry, looked up): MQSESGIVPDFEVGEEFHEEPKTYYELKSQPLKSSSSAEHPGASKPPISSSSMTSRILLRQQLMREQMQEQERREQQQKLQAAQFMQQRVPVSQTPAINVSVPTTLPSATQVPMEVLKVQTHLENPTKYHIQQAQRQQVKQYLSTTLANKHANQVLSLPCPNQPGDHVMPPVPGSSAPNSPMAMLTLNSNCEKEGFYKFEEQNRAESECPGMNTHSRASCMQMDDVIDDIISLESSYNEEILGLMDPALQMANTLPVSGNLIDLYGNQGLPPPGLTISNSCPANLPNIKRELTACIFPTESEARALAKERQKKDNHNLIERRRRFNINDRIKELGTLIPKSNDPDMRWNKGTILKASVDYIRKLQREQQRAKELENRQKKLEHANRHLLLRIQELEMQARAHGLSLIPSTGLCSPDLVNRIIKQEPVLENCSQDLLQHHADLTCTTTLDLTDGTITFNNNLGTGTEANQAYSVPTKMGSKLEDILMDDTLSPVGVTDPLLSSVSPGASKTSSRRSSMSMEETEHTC
# GPR151 ag = activators of human GPR151, primary screen, cell-based, PathHunter beta-arrestin, luminescence | G-protein coupled receptor 151 (Homo sapiens), Q8TDV0 | PathHunter beta-arrestin GPR151 cells | activation, % at 11.2 µM | hit rate 1% among 650,000 | AID 1508602, 2020; in the data active = activation above about 4.9%;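 also: 0% = median of compound wells and 100% = cells with positive control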
# Target sequence (Q8TDV0 whole entry, looked up): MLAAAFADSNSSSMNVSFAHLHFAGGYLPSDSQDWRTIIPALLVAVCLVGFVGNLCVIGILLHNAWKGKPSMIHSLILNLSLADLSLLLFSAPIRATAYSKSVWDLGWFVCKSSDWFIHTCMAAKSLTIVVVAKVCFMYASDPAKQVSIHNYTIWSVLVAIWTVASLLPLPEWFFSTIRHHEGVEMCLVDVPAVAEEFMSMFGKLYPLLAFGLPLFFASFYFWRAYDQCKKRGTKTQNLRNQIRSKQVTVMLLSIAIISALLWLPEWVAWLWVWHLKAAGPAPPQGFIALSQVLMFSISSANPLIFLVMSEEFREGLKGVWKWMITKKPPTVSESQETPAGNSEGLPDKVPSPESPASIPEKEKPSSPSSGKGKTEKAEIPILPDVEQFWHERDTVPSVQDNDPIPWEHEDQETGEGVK
# TEAD-YAP inh = TEAD-YAP interaction inhibition, primary screen, TEAD-YAP interaction inhibitor project, luminescence, HEK-TIYL cells. inhibition, % at 9.12 µM. TEAD-Gal4/YAP UAS-luciferase luminescence. hit rate 1.4% among 640,000; in the data active = inhibition above about 32%;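 also: 0% = median of test compound wells and 100% = reference inhibitor wells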
# FBW7 act = FBW7 E3 ligase activators, primary screen, biochemical, AlphaScreen, human; AlphaScreen FBW7–phospho-cyclin E peptide binding, activator screen; normalized activity (activation), % at 26.1 µM; F-box/WD repeat-containing protein 7 (Homo sapiens), Q969H0; hit rate 0.13% among 650,000; AID 1259310, 2017; in the data active = normalized activity above about 1.9%;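 also: purified mutant Fbw7 with reduced substrate affinity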
# Starred values were filed as active, the others as inactive. Outcome played no part in choosing rows; 3.4% or so of the library scored in one or more.
SMILES,MITF inh,GPR151 ag,TEAD-YAP inh,FBW7 act
NS(=O)(=O)c1ccc(-c2cc(NC(=O)C(O)c3ccc(Cl)cc3)cc3cn[nH]c23)cc1 (centres undefined),-13.1,-0.8,3.9,0.1
CC1(C)Cc2c(c(N3CCOCC3)nc3sc4c(=O)[nH]cnc4c23)CO1,-3.0,0.3,-6.1,-0.1
Cn1c(CN2CCOCC2)nnc1SCC(=O)NCCc1ccccc1,0.9,0.3,3.2,-0.1
Cc1cc(C)cc(NC(=O)CN(c2ccc(Cl)cc2C)S(C)(=O)=O)c1,15.6,1.1,3.0,0.3
COc1ccc(CCn2c(SCC(=O)NCc3ccco3)nc3ccsc3c2=O)cc1OC,4.6,-0.2,7.6,-0.1
Cc1noc(C)c1S(=O)(=O)Nc1ccc(F)cc1,-3.2,2.1,-13.9,-0.3
Cc1ccc(/C=C2/N=C(c3ccc(OC(C)C)cc3)OC2=O)o1,-5.2,-1.3,-5.3,0.2
COc1ccc(/C=C2/SC(N)=NC2=O)cc1OC,-12.3,-2.0,-5.2,-0.2
CCC1(CC)NC(=O)N(CC(=O)Nc2ccc(S(N)(=O)=O)cc2)C1=O,7.5,-1.6,-3.1,-0.1
COCCCNC(=S)N(Cc1cccnc1)Cc1ccc(OC)c(OC)c1,7.8,0.4,-2.9,0.1
CS(=O)(=O)N1CCCc2ccc(NC(=O)NC(c3ccccc3)c3ccccc3)cc21,1.3,1.0,10.3,0.2
COc1cc2nc(-c3c(C)nn(C)c3C)nc(NCCN(C(C)C)C(C)C)c2cc1OC,-9.9,-2.1,-10.9,-0.1
Clc1ccc(C2C=C(c3ccc(Br)cc3)Nc3nnnn32)cc1 (centres undefined),-2.6,-1.3,-2.9,-0.2
COc1ccc(CNC(=S)N/N=C/c2ccc([N+](=O)[O-])cc2)cc1,6.2,2.2,-1.8,-0.1
Cc1cc(/C=N/n2cnnc2)c(C)n1-c1ccc(OCc2ccc(F)cc2)cc1,10.2,-0.3,30.6,-0.1
CCC(Sc1nc2nc(C)c(Cc3c(F)cccc3Cl)c(C)n2n1)C(=O)Nc1ccccc1OC (centres undefined),2.2,0.8,-0.8,-0.2
O=C(c1ccco1)N(Cc1ccc2c(c1)OCO2)Cc1cc2cc3c(cc2[nH]c1=O)OCO3,3.4,-0.3,6.0,-0.1
CCN(CC)C(=O)CSc1nc2c(sc(=S)n2-c2ccc(C)cc2C)c(=O)n1-c1ccccc1C,-12.2,0.6,-3.6,0.0
C/C(=N\NC(=O)c1ccc(OCC(O)CN2CCOCC2)cc1)c1ccc(O)cc1 (centres undefined),6.0,-1.7,-11.8,0.0
CCOC(=O)Cn1nc(-c2ccc(Cl)cc2)ccc1=O,7.2,1.6,-3.6,0.1
CCOc1ccccc1OCCOCCOc1ccc([N+](=O)[O-])cc1,-3.3,4.9,3.7,0.0
O=C(NCC1CCC2(CCN(Cc3ccc4c(c3)CCO4)CC2)O1)c1ccccc1 (centres undefined),9.0,1.7,15.0,0.1
COC(=O)c1c[nH]n2c(=O)c(Cc3ccccc3F)c(C)nc12,2.5,0.2,19.1,0.5
CC(C)(C)n1nc2c(c1NC(=O)c1cc3ccccc3oc1=O)CS(=O)(=O)C2,9.9,-1.8,-19.5,-0.1
O=C(NCCN1CCOCC1)c1cc(-c2ccc(O)cc2)on1,-8.5,0.6,-10.1,-0.2

# The list goes on:
SMILES,MITF inh,GPR151 ag,TEAD-YAP inh,FBW7 act
Cc1cc(/C=C(\C#N)C(=O)NCC2CCCO2)c(C)n1-c1ccc(F)cc1 (centres undefined),16.9,3.0,-60.6,0.1
COC(=O)c1c(N=CN(C)C)c(C#N)c2n1CCCC2,16.7,0.4,8.9,0.9
CCC1CN(CC(=O)NC2C3CC4CC(C3)CC2C4)Cc2cc(OC)ccc2O1 (centres undefined),59.8*,1.4,-4.5,0.1
Cc1ccc(CSc2nnc3c(n2)OC(c2ccc(N(C)C)cc2)Nc2ccccc2-3)cc1 (centres undefined),1.8,-1.3,0.2,-0.1
CCc1ccccc1NC(=O)C1CCN(C(=O)N2CCOc3ccc(C)cc32)CC1,14.7,-2.2,17.0,0.8
NS(=O)(=O)c1ccc(N2C(=O)CCCC2=O)cc1,2.0,-1.3,-9.5,0.2
CCOc1ccc(-n2c(=O)[nH]cc(C(=O)Nc3ccccc3CC)c2=O)cc1,9.8,0.0,8.0,0.2
O=C(Nc1ncccn1)c1cc2sc3ccccc3c2s1,-10.9,0.7,-44.8,0.1
CCOc1cccc2cc(C(=O)Nc3nccs3)c(=Nc3ccccc3OC)oc12,-5.1,-0.7,-0.8,-0.4
COC(=O)c1cc(-c2ccc(O)c(OC)c2)no1,17.7,-0.6,-4.6,0.5
COc1ccc(OC)c(-n2cnc3cc(C(=O)NCc4ccccc4)ccc32)c1,-0.5,-0.2,-12.5,-0.1
CC(=O)N1N=C(c2cccc([N+](=O)[O-])c2)OC1c1ccc(Br)cc1 (centres undefined),-2.4,-0.4,-1.3,-0.1
O=C(C(c1ccccc1)c1ccccc1)N1CCN(C2CCN(Cc3ccccc3)CC2)CC1,46.2,-0.3,-3.9,-0.3
Cc1cccc(NC(=S)NCC2CCCO2)c1 (centres undefined),2.9,3.9,-4.1,0.3
C=CCOC(=O)/C(=C\c1ccc2c(c1)OCO2)NC(=O)c1ccccc1,-6.7,-1.0,-5.2,-0.1
NC(=O)c1ccccc1Nc1cc(NC(=O)Cc2ccc3c(c2)OCO3)ncc1F,-0.3,1.5,21.3,0.1
O=C(NCCCCc1ccccc1)C(=O)Nc1ccccc1,-7.5,4.7,-7.2,-0.2
COc1ccccc1N(CC(=O)NCCSCc1ccco1)S(C)(=O)=O,13.2,-0.8,-2.1,0.3
Cc1ccc(N2C(=O)c3ccc(Oc4ccc(N)cc4)cc3C2=O)c(C)c1,0.8,2.0,11.1,-0.1
c1ccc(OCCN2CCN(c3nc4nonc4nc3NC3CC3)CC2)cc1,1.6,0.4,9.3,0.0
CCOc1ccccc1NC(=O)c1c(NC(=O)c2ccccc2)sc2c1CCCCC2,-2.9,0.3,2.5,0.1
COCCCNCCCOc1ccc(Cl)cc1C(C)(C)C,48.1,-0.1,-10.4,-0.1
OC(CNC1CCN(Cc2ccccc2)CC1)C(F)(F)F (centres undefined),5.8,0.4,4.1,-0.3
Clc1ccc2nc(NCCN3CCCC3)nc(-c3ccccc3)c2c1,-5.6,0.1,5.5,0.1
CCOC(=O)C1CCCN(C2CC(=O)N(c3ccc(OCC)cc3)C2=O)C1 (centres undefined),7.2,2.4,3.5,0.1

# Next section
SMILES,MITF inh,GPR151 ag,TEAD-YAP inh,FBW7 act
O=C(C1CCCO1)N1CCN(c2ccc(Cl)c(Cl)c2)CC1 (centres undefined),-0.3,-1.9,-10.5,-0.2
COc1cc(-c2cn[nH]c2)cc2sc(C3COc4ccccc4C3)nc12 (centres undefined),1.1,0.5,-15.3,-0.1
N#Cc1c(NC(=O)CO/N=C/c2cccs2)sc2c1CCCC2,3.7,0.5,7.0,0.1
COc1ccc(C2=NC(c3ccc(Br)cc3)NC(c3cc(Br)ccc3O)C2)cc1 (centres undefined),12.1,-1.4,-6.0,0.0
Cc1ccc(N=Nc2c(O)[nH]c(=O)[nH]c2=O)cc1[N+](=O)[O-],4.7,-0.4,-2.8,0.1
O=C(CSc1nc2ccccc2c(=O)n1C1CC1)c1ccccc1,5.8,0.7,6.7,0.0
COCCNC(=O)c1ccc(N2CCCCS2(=O)=O)cc1,11.4,1.9,0.6,0.1
O=C(COc1ccccc1Cl)N/N=C/c1ccc(O)c(I)c1,10.3,0.2,-0.8,0.6
O=C1CN(CC(=O)NC(=O)NCc2ccccc2)CCN1,0.3,0.7,-5.0,0.0
NCCCC[C@@H]1NC(=O)[C@@H]2C[C@H](NCc3sc4ccccc4c3Cl)CN2C1=O,5.2,-0.6,33.5*,0.0
C=CCN1C=C/C(=C\C=C(C#N)C#N)c2ccccc21,68.4*,-1.5,12.9,-1.8
O=C(c1cc2cc(Br)ccc2o1)N1CCc2c([nH]c3ccccc23)C1c1ccc([N+](=O)[O-])cc1 (centres undefined),6.6,1.0,-4.0,-0.2
C=CCn1c2ccccc2c2nnc(SCC(=O)Nc3ncc([N+](=O)[O-])s3)nc21,2.6,0.8,-0.6,-0.1
COc1ccc(-c2ccc(=O)n(CC(=O)NCC(=O)C(C)(C)C)n2)cc1,-1.3,2.2,-0.3,0.0
CC1CCN(CC(=O)N2c3ccccc3C(C)(c3ccccc3)CC2(C)C)CC1 (centres undefined),0.2,-0.3,10.2,0.0
O=C(O)c1c(CNCCc2ccccc2)c2ccccc2n1Cc1ccccc1Cl,-2.8,0.6,-7.6,0.1
Cc1ccc(N(C(=O)c2ccccn2)C2(C(=O)Nc3c(C)cccc3C)CCCCC2)cc1,4.7,-0.4,6.5,-0.2
CCc1cccc(CC)c1NC(=O)C1CC(=O)N(c2ccc(OC)cc2)C1 (centres undefined),7.9,1.9,-4.5,0.0
CCN(CC)C(=O)c1sc2ncnc(N3CCN(c4ccccc4)CC3)c2c1C,27.0,0.0,8.0,2.0*
COc1ccc(C(C)C)cc1S(=O)(=O)N1CCCCC1C (centres undefined),-2.8,0.2,13.6,0.2
O=C1CCCN1CCn1cnc2c(NCCO)nc(Nc3ccc(-n4ccnc4)cc3)nc21,7.2,0.0,7.1,0.2
O=c1nc(SCc2ccccn2)c2c([nH]1)CCCC2,7.7,-0.1,0.3,0.0
CC1(C)CC(O)C(C(O)c2cccc([N+](=O)[O-])c2)C(C)(C)N1 (centres undefined),-1.5,-1.0,0.2,0.0
CSc1nnc(CNC(=O)C23CC4CC(CC(C4)C2)C3)n1Cc1ccccc1,11.8,2.6,8.8,0.2
O=C(NCc1nnc2n1CCN(C(=O)c1noc3c1CCCC3)CC2)c1cccc(F)c1,9.2,0.2,3.9,0.3

# Remaining list, next part:
SMILES,MITF inh,GPR151 ag,TEAD-YAP inh,FBW7 act
CC(C)NC(=O)CSc1nnc(-c2ccco2)n1Cc1ccco1,-6.6,-1.3,-6.7,-0.1
COc1cc2nc(NC(=O)C3CCCCC3)sc2cc1OC,6.8,-0.6,-50.8,-0.1
O=C(CSc1nc2cc(Cl)ccc2s1)Nc1ccccc1F,-1.4,0.3,-7.5,-0.1
O=C(NC1CCCCC1)/C(=C/c1cccc([N+](=O)[O-])c1)NC(=O)c1ccccc1F,1.1,-0.2,3.0,-0.1
CC(C)CNc1oc(COc2ccccc2Cl)nc1C#N,10.4,3.1,-11.1,-0.1
O=c1[nH]c(=S)[nH]c(O)c1C(c1cccc(OCc2ccc([N+](=O)[O-])cc2)c1)c1c(O)[nH]c(=S)[nH]c1=O,18.7,0.1,-23.0,0.1
CC(C)C[C@H]1NC(=O)[C@H]2CN(Cc3cnn(-c4cccc(Cl)c4)c3)CCN2C1=O,0.1,-0.8,8.9,-0.1
C[C@@H](Cn1nnn(-c2ccccc2)c1=O)NC(=O)Cc1n[nH]c(=O)c2ccccc12,-1.4,-0.2,13.3,-0.1
CCC(C(=O)N1CCCCC1C)c1ccccc1 (centres undefined),7.8,2.4,1.2,0.0
Cc1nc2ccccc2n1CCc1nc2c3ccccc3nc(N3CCOCC3)n2n1,6.3,0.1,-1.9,-0.5
CN(CC(=O)Nn1cnnc1)S(=O)(=O)c1ccc2ccccc2c1,-11.3,-1.0,-9.1,0.1
COc1ccc(N2CCN(C(=O)CCCN3C(=O)C4C5C=CC(C5)C4C3=O)CC2)cc1 (centres undefined),-2.9,0.3,7.4,-0.1
CCc1ccc(C2C(C#N)=C(N)N(c3c(F)cccc3F)C3=C2C(=O)CC(C)(C)C3)s1 (centres undefined),-4.2,-0.1,-8.5,-0.3
O=C(Nc1ccc(-c2nnc(-c3ccco3)o2)cc1)c1ccc(Br)o1,-22.9,3.5,-7.7,0.1
O=C(c1ccc(Cl)cc1)C1CCCN(C(=O)c2ccc(N3CCCC3=O)cc2)C1 (centres undefined),2.8,0.0,-13.3,-0.1
Cc1nn(CC(=O)NCCCN2CCOCC2)c(C)c1[N+](=O)[O-],-5.0,-0.8,4.3,-0.1

# Screening data from PubChem BioAssay.
